Fh CTSL1 inh – counter-screen for PFM18AAP inhibitors: inhibitors of F. hepatica cathepsin L1. recombinant F. hepatica cathepsin L1, Z-Leu-Arg-MCA fluorescence. inhibition, % at 5.96 µM. 300,000 compounds, 0.49% hits. AID 1906;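 active = inhibition above the mean of all tested compounds plus 3 SD, set per screening campaign, cut at about 17% in these data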;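 note: 0% = plate median of test compound wells and 100% = 1 µM Z-Phe-Ala-diazomethylketone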
procasp3 activ – activates human procaspase-3; P42574; recombinant procaspase-3 D3A, Ac-DEVD-pNA absorbance 405 nm; AID 463141; 330,000 compounds, 0.11% hits; activation, % at 8.5 µM;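 active = activation above the mean of all tested compounds plus 3 SD, cut at about 21% in these data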;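 note: 0% = DMSO alone and 100% = DMSO wells spiked with extra 5 µM PC-3 D3A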
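Assay system: Autoprocessing-dead procaspase-3 D3A mutant enzyme; also added: Ac-DEVD-pNA; doses: one concentration, 8.5 µM nominal, 0.8% DMSO; times: 1 h compound preincubation, 2 h substrate hydrolysis at 25 °C; technique: 405 nm absorbance of p-nitroaniline, reads at 0 and 120 min; measure: % activation between DMSO and enzyme-spiked controls; repeats: single replicate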
GRK2 inh – inhibitors of human GRK2 displacing RNA aptamer; inhibition of aptamer binding, % at 10 µM; 330,000 compounds, 0.59% hits; bead flow cytometry, FAM-aptamer displacement from GRK2; P25098;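 active = inhibition of aptamer binding above 40%, roughly 3 SD of noise, on plates passing a quality check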;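 note: median bead fluorescence of bound FAM aptamer so fluorescent compounds give negative values; no value below 0 was filed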
proCasp7 act – activates human procaspase-7, counter-screen for procaspase-3 activators; P55210; recombinant procaspase-7, Ac-DEVD-pNA absorbance 405 nm; D23A/D198A/D206A triple mutant, cannot self-cleave; scale: DMSO 0, 5 µM enzyme 100; activation, % at 8.5 µM; 330,000 compounds, 0.093% hits; AID 463210;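 active = percent activation above the screen-wide mean plus 3 SD, cut at about 25% in these data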
Target sequence (P55210 whole entry D23A/D198A/D206A): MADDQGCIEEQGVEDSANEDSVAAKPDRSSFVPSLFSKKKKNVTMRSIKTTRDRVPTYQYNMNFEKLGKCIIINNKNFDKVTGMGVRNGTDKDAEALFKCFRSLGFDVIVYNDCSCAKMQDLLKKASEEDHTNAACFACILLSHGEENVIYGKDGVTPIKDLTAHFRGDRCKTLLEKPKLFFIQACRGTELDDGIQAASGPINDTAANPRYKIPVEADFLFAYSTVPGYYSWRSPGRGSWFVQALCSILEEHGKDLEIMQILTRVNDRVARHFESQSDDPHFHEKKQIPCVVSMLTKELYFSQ
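buffer or medium = Zinc-free HEPES/NaCl buffer, pH 7.4 | material = Procaspase-7 triple mutant (PC-7 D3A) | input = 2 µM procaspase-7 mutant as dispensed | signal = Epi-absorbance of released pNA at 405 nm, two timepoints | timing = 1 h preincubation, 2 h reaction | replicates = singlicate compound testing | evaluation = % activation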
PP5 primary – blocks human protein phosphatase 5 activity | inhibition, % at 6.7 µM | P53041 | purified PP5c, OMFP substrate fluorescence | 320,000 compounds, 0.18% hits;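 active = inhibition above the campaign's mean inhibition across all tested compounds plus 3 SD, cut at about 9.5% in these data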;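 note: 0% = DMSO only and 100% = 100 µM cantharidin control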
PP1 inh – blocks human PP1-alpha phosphatase, a PP5 counter-screen | P62136 | purified PP1alpha, OMFP fluorescence | inhibition, % at 6.7 µM | 320,000 compounds, 0.9% hits;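 active = inhibition above the mean inhibition of all tested compounds plus 3 SD, computed separately for each screening campaign, cut at about 15% in these data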
Target sequence (P62136 whole entry, looked up): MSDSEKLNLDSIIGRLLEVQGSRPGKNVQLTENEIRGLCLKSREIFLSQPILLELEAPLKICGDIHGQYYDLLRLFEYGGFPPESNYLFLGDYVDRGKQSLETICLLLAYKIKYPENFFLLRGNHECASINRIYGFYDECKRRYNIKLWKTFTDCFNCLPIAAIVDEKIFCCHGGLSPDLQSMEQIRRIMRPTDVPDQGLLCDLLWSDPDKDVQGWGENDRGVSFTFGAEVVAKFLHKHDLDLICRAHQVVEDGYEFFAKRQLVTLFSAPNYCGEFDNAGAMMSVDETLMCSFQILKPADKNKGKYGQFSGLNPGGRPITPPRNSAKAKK
core dimer inh – blocks dimerization of HCV core protein | inhibition, % at 5 µM | AID 1899 | 300,000 compounds, 0.33% hits | TR-FRET GST/Flag-core106 dimerization, 1536-well;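 active = inhibition above the mean of all tested compounds plus 3 SD, set per screening campaign, cut at about 45% in these data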
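System: GST/Flag-tagged HCV core106 proteins. Incubation: compound-protein-antibody incubation 4 h at 22.5 °C. Technique: HTRF with 340 nm excitation, 617/671 nm emission. Medium: KF-containing HEPES buffer, pH 7.45, DTT, CHAPS, BSA. Read-out: inhibition (%) from 671 over 617 nm ratio. Also added: Eu(K)-anti-GST 90 ng/mL plus XL665-anti-Flag 1 µg/mL.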
VLA-4 inh – inhibition in a human VLA-4 binding assay; inhibition, % (about 7 µM as worked out from the volumes in the protocol); P13612; VLA-4 expressing cells, ligand binding flow cytometry; 330,000 compounds, 0.2% hits; in the data active = inhibition above about 50%
JMJD2C inh – human JMJD2C demethylase inhibition; 330,000 compounds, 0.069% hits; inhibition, % at 2.35 µM; GST-JMJD2C(1-420) H3K9me3 demethylation, DELFIA europium; Q9H3R0; AID 2099;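 active = more than half of a compound's replicate wells show inhibition beyond 50%, single wells judged on their own value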;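 note: signal counts dimethyl H3K9 product captured on neutravidin plate; 0% = median of DMSO wells and 100% = 0.3 times that DMSO median; strong numbers were not always called active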
Target sequence (Q9H3R0 1-420 limits assumed): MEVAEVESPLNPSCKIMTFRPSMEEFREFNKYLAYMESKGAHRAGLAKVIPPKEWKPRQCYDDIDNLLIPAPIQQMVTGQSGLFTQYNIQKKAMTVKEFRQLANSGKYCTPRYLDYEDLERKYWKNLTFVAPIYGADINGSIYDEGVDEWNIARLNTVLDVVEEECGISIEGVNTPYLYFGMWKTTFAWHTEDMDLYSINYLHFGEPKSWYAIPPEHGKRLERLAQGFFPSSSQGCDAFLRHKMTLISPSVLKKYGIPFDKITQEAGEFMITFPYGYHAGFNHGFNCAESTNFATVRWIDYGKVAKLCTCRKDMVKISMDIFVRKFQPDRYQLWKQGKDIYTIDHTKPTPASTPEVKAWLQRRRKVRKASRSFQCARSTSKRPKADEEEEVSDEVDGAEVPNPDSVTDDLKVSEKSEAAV
Numbers without * were called inactive; x = not tested or not shown. Outcome played no part in choosing rows (roughly 2.6% active in at least one column).

SMILES	Fh CTSL1 inh	procasp3 activ	GRK2 inh	proCasp7 act	PP5 primary	PP1 inh	core dimer inh	VLA-4 inh	JMJD2C inh
C/C(=N\NC(=O)c1ccc(=O)[nH]n1)c1cccnc1	2	-7	0	4	-0.3	-1	2	13	16
CCCc1ccc(O)c(N=Cc2cc(Br)cc(OCC)c2O)c1	0	-19	4	-6	3.4	0	5	3	12
O=C1C=C(c2cccc(Cl)c2)C[C@@H](c2ccc(F)cc2)C1	x	10	0	-2	3.2	4	x	12	4
N#Cc1c(F)cccc1NCc1cccs1	1	2	1	-1	-1.0	-3	1	1	2
COc1ccccc1N1CCN(C(=O)c2c(-c3ccccc3Cl)noc2C)CC1	2	-3	3	-5	-0.9	0	-1	5	-5
COc1cccc(/C=N/NC(=O)c2cnccn2)c1OC	-2	-12	0	-8	-0.8	1	0	0	2
C=CCn1c(SCC(=O)NC2CCCC2)nnc1-c1ccccn1	-4	-3	4	4	-0.7	1	-2	-9	-5
CCCCn1c(SCC(=O)c2ccccc2)nc2c1c(=O)[nH]c(=O)n2C	2	5	0	-7	1.8	4	3	-5	-5
Cc1cccc(N(C(=O)CCC(=O)Nc2ccccn2)C(C(=O)NC(C)C)c2ccc(O)cc2)c1 (configuration not stated)	-2	-1	0	2	1.2	1	-3	16	9
O=S(=O)(Nc1nnc(C(F)(F)F)s1)c1ccc(Cl)cc1	1	-9	0	-11	2.4	2	11	-12	-14
O=C(O)CCn1c(=O)[nH]c2ccccc2c1=O	-5	-2	19	-3	-4.8	1	-1	-7	-4
CCCCN(C(=O)CSCC(=O)Nc1ccc(C)cc1)c1c(N)n(CCCC)c(=O)[nH]c1=O	5	2	0	4	0.1	-2	-3	-2	-2
O=C(CSc1nc(-c2ccccc2Cl)ns1)NCc1ccco1	1	-4	0	0	5.6	6	-3	-1	-25
COc1ccccc1C(=O)NC(=O)CSc1nncn1C	-1	1	1	2	-1.8	-6	-3	11	-12
CC(C)Oc1ccc(NC(N)=O)cc1	-1	1	89*	7	1.9	-2	-4	13	4
Cc1ccccc1S(=O)(=O)Cc1ccc(C(=O)NC2CCC(C)CC2)o1 (configuration not stated)	-4	5	1	1	1.4	0	2	11	5
CCOc1ccc(NC(=O)CSc2nccn2Cc2ccco2)cc1	-2	6	0	1	1.0	0	13	5	4
Cc1cc(C)n(CC(O)COc2ccc(F)cc2)n1 (configuration not stated)	-2	4	2	12	3.4	1	-4	-7	-19
O=C(c1cnn(C(=O)COc2ccccc2F)c1)c1cc(F)ccc1O	-8	-6	1	0	-1.3	-5	7	4	4
CC(C)(C)OC(=O)NCc1ccc(CNC(=O)c2[nH]cnc2C(=O)NCC(=O)OCc2ccccc2)cc1	2	11	2	5	0.7	0	11	-7	-5
CSc1nnc(CNS(=O)(=O)c2ccc(Cl)cc2)n1C	1	2	2	2	-0.2	-1	-4	12	-11
Cc1ccc(NC(=O)CSc2nnc(CNC(=O)c3ccco3)o2)cc1	-1	7	1	10	-0.6	-4	11	3	3
CN(C)C(C)(C)C#CCC(c1ccccc1)c1ccccc1	-1	7	0	9	2.0	5	-2	10	2
CC1CCN(CC(O)COc2ccc(F)cc2)CC1 (configuration not stated)	6	10	1	2	1.5	-2	-6	15	13
CCC1CCc2c(sc(NC(=O)C3c4ccccc4Oc4ccccc43)c2C(N)=O)C1 (configuration not stated)	-2	-5	2	-3	2.8	1	8	7	-2

Arranged by the number under JMJD2C inh (largest number first): five from the list above.
smiles | JMJD2C inh
C/C(=N\NC(=O)c1ccc(=O)[nH]n1)c1cccnc1 | 16
CC(C)Oc1ccc(NC(N)=O)cc1 | 4
CN(C)C(C)(C)C#CCC(c1ccccc1)c1ccccc1 | 2
CCCCN(C(=O)CSCC(=O)Nc1ccc(C)cc1)c1c(N)n(CCCC)c(=O)[nH]c1=O | -2
COc1ccccc1N1CCN(C(=O)c2c(-c3ccccc3Cl)noc2C)CC1 | -5

The list goes on.
SMILES	Fh CTSL1 inh	procasp3 activ	GRK2 inh	proCasp7 act	PP5 primary	PP1 inh	core dimer inh	VLA-4 inh	JMJD2C inh
Cc1ccc(OCC(=O)Nc2ccc(S(=O)(=O)N3CCOCC3)cc2)c([N+](=O)[O-])n1	2	7	0	2	0.3	-3	5	7	2
Cc1ccc(S(=O)(=O)N2CCN(Cc3csc(C)n3)CC2)cc1	-4	8	2	8	2.9	0	7	-9	2
Cc1c(C(=O)N2CCCc3ccccc32)oc2ccc(S(=O)(=O)N3CCOCC3)cc12	-1	-1	1	5	1.3	5	7	7	10
CCOc1cc(/C=C/c2nc3ccccc3c(=O)[nH]2)ccc1O	7	3	6	-3	2.2	5	-14	-6	-28
COC(=O)Cc1c(C)c2ccc(OCC(C)=O)c(C)c2oc1=O	-1	-9	0	13	3.6	-1	-4	-2	8
CN(CCOc1ccc(-c2ccn(S(=O)(=O)c3ccc(Cl)cc3)n2)cc1)c1ccccn1	0	6	0	3	-1.0	7	-3	-6	-3
CC(C)CCNC(=O)c1cc(-c2ccco2)nc2ccccc12	3	1	0	11	3.4	2	-2	-4	120
FC(F)(F)c1ccc(Cl)c(-n2c(-c3cc(C4CC4)[nH]n3)n[nH]c2=S)c1	0	-9	1	-18	2.4	-1	0	8	3
CCNc1nc(CC)nc2c1oc1ccccc12	4	-2	2	-6	0.3	-2	-5	-4	-8
CN(C)Cc1c(C#N)c2ccccc2n1C	1	0	3	-1	5.3	0	0	18	6
CCOc1cc(CNc2ccc(N3CCCC3)cc2)cc(Cl)c1OC	-4	-15	0	-17	2.8	14	-1	-6	3
CCCOC(=O)c1ccc(Cl)c(NC(=O)c2cccnc2)c1	-2	1	0	9	3.4	1	0	0	1
CC(=O)Nc1ccc(S(=O)(=O)N(C)CC(=O)OC(C)C(=O)N(C)C2CCCCC2)cc1 (configuration not stated)	-3	-7	10	1	-0.2	-5	-2	9	4
CCc1cc2c(=O)n(CC(=O)NCCc3ccc(OC)c(OC)c3)cnc2s1	-1	4	2	13	-0.2	-2	-1	11	2
COc1ccccc1Oc1coc2cc(OCC(N)=O)ccc2c1=O	-9	-12	1	5	0.6	1	5	6	-6
CN1C(=O)C(CC(=O)NC2CCCCC2)SC1=Nc1ccccc1 (configuration not stated)	-5	-1	6	-10	2.3	3	-7	5	2
CCOC(=O)C1CCN(C(=O)C(CC)c2ccccc2)CC1 (configuration not stated)	-3	-3	0	3	0.3	0	1	4	0
COc1ccc(OC)c(C(=O)NC(CC(N)=O)c2ccc(NC(C)C)c([N+](=O)[O-])c2)c1 (configuration not stated)	-5	6	0	-10	1.5	6	-12	-4	-10
O=c1oc2cc(O)ccc2c2oc3cc(O)ccc3c12	2	-1	4	26*	-1.0	7	-16	17	-41
O=C(O)CCNC(=O)/C(=C/c1ccco1)NC(=O)c1ccco1	-2	-8	x	-4	-0.7	-4	-9	9	-5
Cc1ccc(C(=O)Nc2ccncc2)c(Cl)c1	3	3	0	1	3.5	1	9	11	-5
CCN1CCN(P2(=O)C=C(c3ccccc3)OC(c3ccccc3)=C2)CC1	3	4	0	-1	-0.7	-1	0	-1	-3
CN1N=C2c3ccccc3CCC2C1c1ccc(F)cc1 (configuration not stated)	-1	0	0	1	-0.9	-3	1	7	1
CSc1ncc(Cl)c(C(=O)Nc2cccnc2)n1	2	-3	0	-1	2.5	-1	3	8	-4
CN1CCN(Cc2nc3ccccc3c(=O)n2Cc2nc(-c3ccc([N+](=O)[O-])cc3)cs2)CC1	-5	-2	0	2	2.8	8	3	-23	-7

New compounds follow:
SMILES	Fh CTSL1 inh	procasp3 activ	GRK2 inh	proCasp7 act	PP5 primary	PP1 inh	core dimer inh	VLA-4 inh	JMJD2C inh
Cc1ccc(C2CN=NC23CCc2ccccc2C3=O)cc1 (configuration not stated)	1	12	0	6	-0.9	1	-2	1	8
C=CC[C@@H](CC(=O)N[C@H](CO)Cc1ccccc1)C(=O)N[C@@H](COC(=O)[C@@H](CC=C)Cc1ccc(F)cc1)Cc1c[nH]c2ccccc12	x	-15	0	10	x	x	x	14	-3
CC(C)(C)c1ccc(S(=O)(=O)NCCc2ccncc2)cc1	1	4	0	5	0.8	0	1	-7	2
c1ccc2c(c1)[nH]c1c(N3CCOCC3)ncnc12	-1	2	2	-11	1.8	-1	-2	13	33
COC(=O)c1cc(=O)n(Cc2ccc(F)cc2)c(=Nc2ccccc2)s1	5	5	4	-5	2.8	-1	1	0	6
OC(COc1ccc2c(c1)OCO2)CN1CCc2ccccc2C1 (configuration not stated)	-1	-4	1	-2	3.4	12	3	12	8
Cc1ccc(C(=O)NCCNc2ncc(C(F)(F)F)cc2Cl)cc1[N+](=O)[O-]	10	9	0	-2	6.4	5	9	16	-9
COc1ccc(C(Nc2ccc(S(=O)(=O)NCC3CCCO3)cc2)C(=O)NC(C)(C)C)cc1OC (configuration not stated)	-3	-1	0	8	0.8	-1	10	1	-3
Cc1ccc(C)c(NC(=S)NNC(=O)c2csc(C)c2)c1	-1	-6	0	-8	-1.5	0	-6	8	0
COc1cccc(N(CC(=O)NC2CCCC2)C(=O)CCC(=O)Nc2cc(C)on2)c1	-3	9	1	-3	0.9	0	3	34	9
Cc1ccc(NC(=O)CSc2nnc(-c3ccncc3)o2)cc1	-1	-5	2	0	-0.7	-3	-1	11	-1
Cc1noc(C)c1S(=O)(=O)N1CCCC(C(=O)N2CCC(C)CC2)C1 (configuration not stated)	-2	5	2	2	-3.4	7	-1	-5	-7
CCc1ccc(C(=O)Nn2cnc3ccccc3c2=O)cc1	4	6	1	4	-2.0	-2	-2	-2	-6
COC(=O)CSc1nnc(-c2cccnc2)n1C	3	10	0	4	0.3	-4	0	1	9
CCN(C(=O)COC(=O)c1ccccc1NCCO)c1cccc2ccccc12	-6	3	1	9	2.2	0	1	1	3
O=C1c2ccccc2C(=O)N1n1c(=O)[nH]c2ccccc2c1=O	1	7	0	3	-0.6	-3	-3	12	-3
CN(Cc1ccc(N(C)C)cc1)C(=O)c1cc2ccccc2o1	0	-6	4	-5	-1.6	-3	-14	3	0
COc1ccc(NC(=O)c2nn(C)c3c2CS(=O)(=O)c2ccccc2-3)cc1	2	2	0	-3	0.0	-2	9	-1	-4
Cc1ccc2oc(Nc3nc(C)c(C)c(C)n3)nc2c1	5	-7	0	-2	0.1	-4	1	-10	-10
Cc1cc(-c2ccc(Cl)cc2)c2cnn(C(C)C)c2n1	-10	0	0	-14	-2.0	2	-3	3	-12
C[C@H](NC(=O)C1CC(=O)N(c2ccc3c(c2)OCO3)C1)C(=O)NCc1ccco1 (some centres not stated)	-3	0	3	-4	0.9	-3	-6	11	-23
Cc1ccc(NC(=O)c2ccccc2)cc1OC(=O)c1ccccc1	0	-3	3	3	2.0	0	4	-5	-10

Single values from the results shown.
Value of Cc1ccc(C)c(NC(=S)NNC(=O)c2csc(C)c2)c1 under Fh CTSL1 inh: -1
Value of Cc1ccc2oc(Nc3nc(C)c(C)c(C)n3)nc2c1 under GRK2 inh: 0
